ERp5 block – ERp5 (human) disulfide isomerase inhibition. ERp5 insulin aggregation, absorbance 650 nm, 90 min. inhibition, % at 9.99 µM. actives 0.05% (n = 350,000);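 active = mean replicate inhibition above about 25%, with every replicate also reaching it, limit read from the data, passing the limit was not always enough; inconclusive = only one of those two criteria met; inactive = neither criterion met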
Target sequence (Q15084 whole entry, looked up): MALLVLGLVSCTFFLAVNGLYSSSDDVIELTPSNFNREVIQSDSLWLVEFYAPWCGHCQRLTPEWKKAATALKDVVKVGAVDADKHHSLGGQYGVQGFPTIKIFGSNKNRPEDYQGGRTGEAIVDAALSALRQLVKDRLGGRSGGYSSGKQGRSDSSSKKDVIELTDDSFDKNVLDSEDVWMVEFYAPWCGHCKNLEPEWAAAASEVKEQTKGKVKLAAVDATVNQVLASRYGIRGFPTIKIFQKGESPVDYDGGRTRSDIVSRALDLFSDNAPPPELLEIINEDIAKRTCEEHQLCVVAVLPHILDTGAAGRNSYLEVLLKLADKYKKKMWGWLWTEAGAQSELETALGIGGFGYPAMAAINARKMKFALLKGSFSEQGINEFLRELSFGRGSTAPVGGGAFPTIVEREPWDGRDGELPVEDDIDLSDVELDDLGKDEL
C2C12 statin – suppression of simvastatin myotoxicity. actives 0.78% (n = 330,000). C2C12 myotubes + simvastatin, ATP luminescence, 48 h; scaled: DMSO 0, geranylgeraniol control 100. rescue of ATP level, % at 7.49 µM;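 active = mean ATP rescue above about 67%, or every replicate alone reaching that limit, limit read from the data, passing the limit was not always enough; inconclusive = no clear call, values can overlap the other calls; inactive = mean under the limit and some replicate under it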;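 note: myotubes were challenged with 10 µM simvastatin during compound exposure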
miR-122 sensor – inhibitors of miR-122 in Huh7 cells. Huh7 miR-122 Renilla luciferase sensor, 48 h; neutral wells = 0, positive control = 100. activation (reporter increase), % at 12.5 µM. actives 0.3% (n = 340,000);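 active = mean replicate activation score at least 90 and every replicate individually at or above 90; inconclusive = only one of the two criteria met; inactive = neither criterion met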;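 note: higher luciferase means less miR-122 activity so hits act as miR-122 inhibitors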
ARNT TACC3 PPI – disrupts binding between human ARNT and TACC3 | AlphaScreen His-ARNT PAS-B/GST-TACC3 binding, luminescence; TACC3 fragment carries E629A point mutation | inhibition, % at 9.99 µM | Q9Y6A5 | actives 0.66% (n = 390,000) | AID 623870;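 active = mean inhibition of replicates at least 50% and at least half of replicates each reaching 50%; inconclusive = half or more replicates reach 50% but mean below 50%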;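 note: 0% = complete ARNT plus TACC3 wells and 100% = ARNT alone without TACC3; many hits fall short of the cut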
Cneo AK release – Cryptococcus neoformans lysis via adenylate kinase release; lysis activity, % at 15 µM; actives 0.2% (n = 360,000); C. neoformans lysis, adenylate kinase release luminescence, 4 h; normalised: neutral wells 0, clomiphene wells 100;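 active = mean lysis activity across replicates of at least 80%, whatever share of replicates individually reach that level; inactive = mean lysis activity below 80%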
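Assay system: log-phase C. neoformans yeast / Quantity: yeast cell density of 5 × 10^6 cells/mL / Medium: fresh YPD growth medium / Compound: single dose / Timing: static 4 h at 37 °C with compound, 1 h detection / Measured by: adenylate kinase release luminescence / Read-out: lysis from increased AK signal / Benchmarks: Clomiphene as positive lysis control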
SIRT5 inh – blocks human SIRT5 desuccinylation of peptide; Q9NXA8; Purified SirT5, succinyl-peptide AMC, trypsin-coupled fluorescence; inhibition, % at 15 µM; actives 1.1% (n = 330,000); AID 652115; in the data active = inhibition above about 15%; inconclusive = no clear call, values can overlap the other calls
Target sequence (Q9NXA8 whole entry, looked up): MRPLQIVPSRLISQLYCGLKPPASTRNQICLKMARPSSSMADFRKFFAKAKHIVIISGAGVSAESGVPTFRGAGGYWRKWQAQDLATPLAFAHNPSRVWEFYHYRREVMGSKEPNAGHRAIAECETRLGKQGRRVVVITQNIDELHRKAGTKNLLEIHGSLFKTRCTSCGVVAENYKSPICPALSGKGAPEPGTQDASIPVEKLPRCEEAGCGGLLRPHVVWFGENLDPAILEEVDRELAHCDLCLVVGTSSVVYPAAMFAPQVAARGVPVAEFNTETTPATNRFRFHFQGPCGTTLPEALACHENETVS
esBAF inh – inhibitors of esBAF chromatin remodeling in mouse ES cells. actives 2% (n = 350,000). Bmi1-luciferase knock-in reporter, 24 h; 100% = twice the neutral-well signal. reporter increase, % at 12.5 µM; in the data active = activation above about 40%; inconclusive = no clear call, values can overlap the other calls;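 note: 0% = median of the plate's neutral control wells and 100% = double that signal; a rise in the Bmi1 reporter signal indicates esBAF inhibition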
Starred values were filed as active, the others as inactive; ? = inconclusive; · = no result given; & = joins results of further samples; [ ] = dose if it differs, or a comment.

1) C[C@@H]1NCCc2cc(O)c(O)cc21
2) CNC(=O)Oc1cccc2ccccc12
3) COc1ccc(N2C(=O)NC(=O)C(CCc3ccncc3)(CCc3ccncc3)C2=O)cc1
4) CCCCc1nc2ccccc2c(=O)n1-c1ccc(Cl)cc1[N+](=O)[O-]
5) CCOP(=S)(OCC)SCSP(=S)(OCC)OCC
6) COc1cc(C(O)CNC(C)C)cc(F)c1OC (stereo not given)
7) COC(=O)[C@@H]1[C@@H](CO)[C@@H]2Cn3c(ccc(-c4cncnc4)c3=O)[C@H]1N2S(=O)(=O)c1ccccc1C
8) CC(=NCc1ccco1)c1c(O)n(C)c(=O)n(C)c1=O
9) CC1CN(C)C(C)(C)CC1(O)c1ccccc1 (stereo not given)
10) CCN(CC)C(=O)c1ccc(NC(=O)CCCSc2ccccc2)cc1
assay / entry	1	2	3	4	5	6	7	8	9	10
ERp5 block	-7	-3	·	·	-3	4	-1	·	-1	3
SIRT5 inh	-2	4	·	·	-1	-3	-41	·	-1	3
C2C12 statin	1	·	-1	0	6	1	9	2	·	5
ARNT TACC3 PPI	-5	-3	3	1	-15	·	-4	-3	1	3
Cneo AK release	1	0	1	7	1	1	33	0	·	3
esBAF inh	-9	·	-10	-7	-4	6	1	-7	·	10
miR-122 sensor	2	1	-2	0	12	·	-2[16.7 µM]	-3	·	-7

11) COC(=O)C1=C(c2ccc(F)cc2F)C[C@@H]2CC[C@H]1N2C(=O)NCCNC(C)=O
12) O=[N+]([O-])c1ccc2c(c1)C(c1ccccc1)=NCCN2
13) CNC(C(=O)c1ccccc1)C(OC)c1cccc([N+](=O)[O-])c1 (stereo not given)
14) Cc1ccc(OP(=O)(NC(C)c2ccccc2)Oc2ccc(C)cc2)cc1 (stereo not given)
15) CC1CC2(C)C(=CC1=O)CCC1C3CCC(C)(O)C3(C)CC3OC312 (stereo not given)
16) O=C(COc1ccccc1)N1CCN(C/C=C/c2ccccc2)CC1
17) COC(=O)C1=C(c2cc3ccccc3o2)C[C@@H]2CC[C@H]1N2C(=O)NCc1ccc(C(F)(F)F)cc1
18) CN1CCN(Cc2cc(C(C)(C)C)c(O)c(C(C)(C)C)c2)CC1
19) CCc1c(C)nc(N)nc1N1N=C1SCC#N
20) OC(c1cccc(Cl)c1)(c1cccc(Cl)c1)C1CN2CCC1CC2 (stereo not given)
assay / entry	11	12	13	14	15	16	17	18	19	20
ERp5 block	·	3	-3	-4	6	·	-2	·	·	6
SIRT5 inh	·	-1	0	-3	-1	·	0	·	·	12
C2C12 statin	-4	-7	·	·	1	·	5	-8	?	·
ARNT TACC3 PPI	0	0	5	-10	-2	2	·	2	0	4
Cneo AK release	2	0	·	·	0	4	-4	0	-2	·
esBAF inh	-11	2	·	·	-1	·	4	2	-3	·
miR-122 sensor	-12	·	·	7	·	-5	·	1	-2	·

21) CC(=O)OC1CCC2(C)C(CC(=O)C3C2CCC2(C)C(OC(C)=O)CCC32)C1 (stereo not given)
22) Cc1oc2ccc(OC(=O)N(C)C)cc2c1C(=O)OC(C)C
23) O=C1NC(=S)NC(=O)C1Cc1ccccc1O
24) COC(=O)C1=C(c2cc3ccccc3s2)C[C@@H]2CC[C@H]1N2C(=O)NCCO
25) N=c1c[n+](CC23CC4CC(CC(C4)C2)C3)[n-]o1
26) OC(CN1CCCCC1)c1c[nH]c2ccccc12 (stereo not given)
27) COc1cccc(C(=O)C2CCCN(Cc3ccc4nonc4c3)C2)c1 (stereo not given)
28) CCCCCn1c(=O)c(C(=O)NCc2ccncc2)c(O)c2ccccc21
29) Cc1ccccc1-c1ccc([C@H]2[C@@H](CO)N3CCCCN(C(=O)Cc4ccccn4)C[C@H]23)cc1
30) Ic1ccccc1CN[C@@H]1C2CCN(CC2)[C@@H]1C(c1ccccc1)c1ccccc1
assay / entry	21	22	23	24	25	26	27	28	29	30
ERp5 block	2	·	0	-6	·	0	0	·	9	-1
SIRT5 inh	-2	·	-2	-4	·	1	-2	·	-6	-2
C2C12 statin	·	·	-5	-9	4	-10	5	-11	·	-29
ARNT TACC3 PPI	-6	-1	-8	·	12	30	7	2	4	2
Cneo AK release	·	-5	·	1	-6	7	·	1	-1	4
esBAF inh	·	·	1	-2	-6	-3	-2	5	·	-8
miR-122 sensor	29	143*	-3	·	1	1	3	1	-10[16.7 µM]	-2

31) COC(=O)[C@@H]1[C@@H](CO)[C@@H]2Cn3c(ccc(-c4cccc(F)c4)c3=O)[C@H]1N2C(=O)CC1CC1
32) CC=Cc1ccc2n(c1=O)C[C@@H]1[C@@H](CO)[C@H](C(=O)OC)[C@H]2N1S(=O)(=O)c1cccc(C)c1 (mixture of isomers)
33) Cc1ccc(S(=O)(=O)N2Cc3cc(-c4cccc(F)c4)ccc3-n3nncc3C2)cc1
34) O=c1[nH]c(=S)n(CCC2=CCCCC2)c(O)c1/C=N/Nc1ccccc1
35) O=[N+]([O-])c1ccc(NC2CCN(Cc3ccccc3)CC2)c2ccncc12
36) C[C@@H]1CN([C@@H](C)CO)C(=O)CCCn2nncc2CO[C@@H]1CN(C)C(=O)Oc1ccc2ccccc2c1
37) O=C(COC(=O)c1cccc(O)c1)Nc1ccc(Cl)cc1C(=O)c1ccccc1
38) CC(C)(C)C(=O)O[C@H]1CC[C@@]2(C)C(=CC(=O)C3C2CC[C@]2(C)C(=O)[C@@H](F)CC32)C1 (stereo not given in full)
39) CN(C)C(=O)Oc1ccc2c(c1)O/C(=C\c1cccc(Cl)c1)C2=O
40) CC(C)CCNC(=O)c1cc(C(=O)c2cc(Br)ccc2O)cn(CCC(C)C)c1=O
assay / entry	31	32	33	34	35	36	37	38	39	40
ERp5 block	-1	4	9	5	-3	3&2&2	2	-7	-2	-5
SIRT5 inh	-23	3	-3	2	-2	-2&3&-1	1	-1	-8	0
C2C12 statin	-7	-16	-17	·	35	7&11&8	·	0	0	2
ARNT TACC3 PPI	-4	-2	·	2	·	0&0	3	-7	-2	-10
Cneo AK release	-4	1	0	·	1	-2&-8	·	0	0	0
esBAF inh	-2	2	-10	·	-8	2&2&-3	·	-10	?	-6
miR-122 sensor	·	·	8	·	-2	1	·	3	-5	3

An excerpt from above, showing only Cneo AK release.
#	canonical_smiles	Cneo AK release
2	CNC(=O)Oc1cccc2ccccc12	0
11	COC(=O)C1=C(c2ccc(F)cc2F)C[C@@H]2CC[C@H]1N2C(=O)NCCNC(C)=O	2
4	CCCCc1nc2ccccc2c(=O)n1-c1ccc(Cl)cc1[N+](=O)[O-]	7

Carrying on:
41) O=C(CCc1nnc2ccc(NCc3ccccc3Cl)nn12)N1CCC2(CC1)OCCO2
42) CCC(=O)Nc1cc(C(=O)N2CCC3(CC2)OCCO3)ccc1S(=O)(=O)c1ccc(C)cc1
43) CC(=O)C1C(N2CC2)CC2C3CC=C4CC(O)CCC4(C)C3CCC21C (stereo not given)
44) O=c1[nH]oc2c1CCNC2
45) CCCCCn1cc(C(=O)C(=O)N2CCOCC2)c2ccccc21
46) CCOc1nc(NC(C)C)nc(N2CC3CC(C2)c2cccc(=O)n2C3)n1 (stereo not given)
47) CCN(CC)CCCOC(=O)C(OC)(c1ccccc1)c1ccccc1
48) COc1ccc(-n2c(Cc3ccccc3)nc3ccccc3c2=O)cc1
49) C=CCn1c(O)c(N=Nc2c(C)n(C)n(-c3ccccc3)c2=O)c(=O)[nH]c1=S
50) COCOC1CCC2C3CCC4=CC(=O)CCC4=C3C=CC12C (stereo not given)
assay / entry	41	42	43	44	45	46	47	48	49	50
ERp5 block	-3	·	9	0	1	-1	-3	7	1	-19
SIRT5 inh	-4	·	-8	-1	3	-6	-3	-3	·	5
C2C12 statin	-4	-10	-81	9	·	-5	-3	·	·	2
ARNT TACC3 PPI	-1	·	9	2	0	7	2	21	63*	0
Cneo AK release	0	-1	-1	1	2	-1	3	1	0	0
esBAF inh	-3	-10	-2	2	·	-8	-7	·	·	-2
miR-122 sensor	-10	4	28	2	-4	9	-1	-5	0	·

51) CCCC12CN3CCN(C1)CC(CCC)(C3)C2=O
52) O=C(Cc1ccncc1)N1CCCCN2[C@H](C1)[C@H](c1ccc(C#Cc3ccccc3F)cc1)[C@@H]2CO
53) CC(=O)OC12COC1CC(O)C1(C)C(=O)C(O)C3=C(C)C(O)CC(O)(C(OC(=O)c4ccccc4)C21)C3(C)C (stereo not given)
54) CCOc1ccc(NC(=O)C2C3c4ccccc4C(c4ccccc43)C2C(=O)O)cc1 (stereo not given)
55) COc1cccc(C(c2nnnn2-c2c(C)cccc2C)N2CCC(n3c(=O)[nH]c4ccccc43)CC2)c1OC (stereo not given)
56) COC(=O)[C@H]1[C@H](CO)[C@H]2Cn3c(ccc(-c4ccccc4)c3=O)[C@@H]1N2S(=O)(=O)c1ccccc1C
57) COC(=O)[C@H]1[C@H](CO)[C@H]2Cn3c(ccc(-c4ccccc4)c3=O)[C@@H]1N2C(=O)c1ccccc1F
58) CCC(=NCc1ccco1)c1c(O)n(-c2ccc(OC)cc2)c(=O)[nH]c1=O
59) COC(=O)CC1(Cc2ccccc2)C(=O)NC(=O)NC1=O
60) CN1CC(C(=O)c2cccs2)C(c2ccc(Cl)cc2)C1 (stereo not given)
assay / entry	51	52	53	54	55	56	57	58	59	60
ERp5 block	3	-2	4	8	-6	-1	-7	·	·	2
SIRT5 inh	1	2	-7	1	-1	-14	-20	·	·	0
C2C12 statin	·	-31	·	·	-31	13	-15	5	3	-3
ARNT TACC3 PPI	-8	4	·	-2	·	13	-2	32	0	-3
Cneo AK release	1	4	·	·	4	4	1	0	-1	-1
esBAF inh	·	7	·	·	-6	1	-3	-3	-2	-8
miR-122 sensor	·	-22[16.7 µM]	18	·	-10	-6[16.7 µM]	0[16.7 µM]	5	-5	-6

A second format for part of the listing above.
Results follow in this order: ERp5 block	SIRT5 inh	C2C12 statin	ARNT TACC3 PPI	Cneo AK release	esBAF inh	miR-122 sensor
[57] COC(=O)[C@H]1[C@H](CO)[C@H]2Cn3c(ccc(-c4ccccc4)c3=O)[C@@H]1N2C(=O)c1ccccc1F
 : -7	-20	-15	-2	1	-3	0[16.7 µM]
[58] CCC(=NCc1ccco1)c1c(O)n(-c2ccc(OC)cc2)c(=O)[nH]c1=O
 : ·	·	5	32	0	-3	5
[59] COC(=O)CC1(Cc2ccccc2)C(=O)NC(=O)NC1=O
 : ·	·	3	0	-1	-2	-5
[60] CN1CC(C(=O)c2cccs2)C(c2ccc(Cl)cc2)C1 (stereo not given)
 : 2	0	-3	-3	-1	-8	-6

(list continues)
61) O=C(COc1ccccc1)N1CCN(CC2CC=CCC2)CC1 (stereo not given)
62) CSc1ncc(/C=C2/C(=O)NC(=O)N(c3ccc(C(C)C)cc3)C2=O)cn1
63) O=C1NC(=O)C2(Cc3ccccc3N3CCCC32)C(=O)N1c1cccc(Cl)c1 (stereo not given)
64) COc1ccc(-n2c(CNCCc3ccc(C)cc3)nc3ccccc3c2=O)cc1
65) C#CCN1C(=O)C2(C(C#N)=C(N)OC(C)=C2C(=O)OCc2ccccc2)c2ccccc21 (stereo not given)
assay / entry	61	62	63	64	65
ERp5 block	0	·	·	-3	·
SIRT5 inh	-1	·	·	·	·
C2C12 statin	-1	-11	-6	12	1
ARNT TACC3 PPI	-3	·	0	6	-2
Cneo AK release	-16	-2	4	5	0
esBAF inh	-1	8	-5	21	6
miR-122 sensor	-2	-1	-1	2	25

The list is partial; rates above refer to the full screens.
